STEP block = STEP phosphatase inhibitors, primary screen, biochemical, fluorescence intensity, uHTS. Tyrosine-protein phosphatase non-receptor type 5 (Homo sapiens), P54829. recombinant STEP, OMFP fluorogenic substrate. inhibition, % at 20 µM. 360,000 tested, 0.25% active;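 active = inhibition at 20 µM, scaled per plate between control wells, above about 37%, limit read from the data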;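 note: 0% = DMSO with enzyme and substrate and 100% = substrate only without enzyme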
Target sequence (P54829 whole entry, looked up): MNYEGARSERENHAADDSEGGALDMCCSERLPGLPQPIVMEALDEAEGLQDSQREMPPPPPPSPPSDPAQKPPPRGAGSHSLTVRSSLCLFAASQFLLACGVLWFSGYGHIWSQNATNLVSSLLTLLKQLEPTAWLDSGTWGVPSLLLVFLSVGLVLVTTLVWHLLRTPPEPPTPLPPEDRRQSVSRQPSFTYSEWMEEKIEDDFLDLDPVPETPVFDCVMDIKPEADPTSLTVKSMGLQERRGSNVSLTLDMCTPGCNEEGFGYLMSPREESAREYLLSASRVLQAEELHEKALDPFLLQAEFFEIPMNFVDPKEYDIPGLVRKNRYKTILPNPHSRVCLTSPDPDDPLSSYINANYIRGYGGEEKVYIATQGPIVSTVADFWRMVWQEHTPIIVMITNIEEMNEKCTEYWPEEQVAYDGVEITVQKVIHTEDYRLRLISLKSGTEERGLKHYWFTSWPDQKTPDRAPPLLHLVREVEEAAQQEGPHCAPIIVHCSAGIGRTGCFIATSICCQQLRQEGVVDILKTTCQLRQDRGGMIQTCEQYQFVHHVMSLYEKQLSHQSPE
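Material: STEP (striatal-enriched tyrosine phosphatase) enzyme, cell-free | Medium: 50 mM Bis-Tris pH 6.0 with 2.5 mM DTT and 0.005% Tween 20 | Read-out: Percent inhibition scaled to no-enzyme and uninhibited-enzyme controls, plate-pattern corrected | Signal: Fluorescence read at 480 nm ex / 540 nm em | Times: 20 min reaction, room temperature, in the dark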
PABP1 MLLE inh = inhibitors of PABP1 MLLE–PAM2 peptide binding, primary screen, biochemical, fluorescence polarization, FITC-PAM2, GST-MLLE; Polyadenylate-binding protein 1 (Homo sapiens), P11940; inhibition, % at 20 µM; 360,000 tested, 0.36% active; AID 588489, 2011; in the data active = inhibition above about 35%, passing the limit was not always enough;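 note: plate controls were DMSO wells with GST-MLLE for no effect and wells lacking GST-MLLE protein for full effect; some results filed as inactive read as strong as hits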
LMPTP inh = LMPTP phosphatase inhibitors, primary screen, biochemical, fluorescence intensity, uHTS | Low molecular weight phosphotyrosine protein phosphatase (Homo sapiens), P24666 | recombinant LMPTP-A, OMFP fluorogenic substrate | inhibition, % at 20 µM | 360,000 tested, 0.22% active;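 active = compounds that cut the enzyme signal by at least half of the control window in the single-dose screen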;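 note: plate controls were DMSO wells with enzyme plus substrate for no effect and substrate without enzyme for full effect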
Target sequence (P24666 whole entry, looked up): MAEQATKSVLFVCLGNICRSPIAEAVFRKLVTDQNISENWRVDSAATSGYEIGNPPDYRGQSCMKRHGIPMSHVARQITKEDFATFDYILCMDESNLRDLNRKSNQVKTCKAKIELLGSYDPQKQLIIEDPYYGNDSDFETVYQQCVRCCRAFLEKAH
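material = LMPTP-A | quantity = 0.625 nM enzyme | reagent = OMFP substrate, 400 µM final | buffer or medium = Bis-Tris pH 6.0, DTT, detergent | detection = endpoint fluorescence intensity from OMFP dephosphorylation | dosing = single 20 µM dose | read-out basis = % inhibition relative to no-enzyme and uninhibited control wells | control set = no-enzyme and uninhibited controls | timing = 50 min at room temperature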
DNMT1 block = human DNMT1 methyltransferase inhibitors, primary screen, biochemical, molecular beacon, fluorescence, HinP1I cleavage, uHTS | DNA (cytosine-5)-methyltransferase 1 (Homo sapiens), P26358 | inhibition (reported as % activation of signal), % at 10 µM | 360,000 tested, 0.83% active; in the data active = inhibition above about 50%
NadD inh = inhibitors of S. aureus NadD, primary screen, biochemical, colorimetric, uHTS. purified NadD enzyme, colorimetric absorbance read-out. inhibition, % at 20 µM. 360,000 tested, 0.78% active. AID 602399, 2012; in the data active = inhibition above about 26%; note: some compounds past the cut are filed as inactive
Rpn11 block = Rpn11 (PSMD14) deubiquitinase inhibitors, primary screen, biochemical, fluorescence polarization, uHTS | 360,000 tested, 0.59% active | 26S proteasome non-ATPase regulatory subunit 14 (Homo sapiens), O00487 | human 26S proteasome, Ub4-pepOG fluorescence polarization; 20S core pre-blocked with epoxomicin | calls only at 20 µM;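 active = inhibition at 20 µM, scaled to each plate's controls, above about 33%, limit read from the data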
Target sequence (O00487 whole entry, looked up): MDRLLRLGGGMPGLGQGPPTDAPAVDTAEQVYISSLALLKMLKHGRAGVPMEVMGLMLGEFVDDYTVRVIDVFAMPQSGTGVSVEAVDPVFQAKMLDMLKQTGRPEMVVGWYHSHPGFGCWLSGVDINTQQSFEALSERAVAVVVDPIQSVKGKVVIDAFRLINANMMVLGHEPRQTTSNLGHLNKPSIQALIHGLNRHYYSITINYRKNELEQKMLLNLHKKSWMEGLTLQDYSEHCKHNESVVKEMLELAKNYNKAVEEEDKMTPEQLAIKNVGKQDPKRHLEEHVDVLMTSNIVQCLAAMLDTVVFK
TbMetRS inhib = T. brucei MetRS inhibitors, primary screen, biochemical, luminescence. methionyl-tRNA synthetase (Trypanosoma brucei brucei). purified T. brucei MetRS, ATP depletion, Kinase-Glo luminescence. inhibition, % at 11.9 µM. 360,000 tested, 0.4% active. AID 624268, 2012;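 active = inhibition above a per-plate cutoff of the control wells' mean inhibition plus 3 SD, cut at about 5.5% in these data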;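 note: 0% = DMSO wells median and 100% = median of wells with control inhibitor compound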
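assay system = parasite MetRS enzyme | timing = 15 min preincubation, 2 h reaction, all 25 °C | evaluation = percent inhibition relative to median high and low control wells | medium = HEPES buffer containing pyrophosphatase, BSA, spermine, DTT | compound = single dose, 11.9 µM final nominal, 0.9% final DMSO | detection = Kinase-Glo luminescence, ATP depletion format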
CSN inh = inhibitors of CSN-mediated cullin deneddylation, primary screen, biochemical, fluorescence polarization, uHTS | Purified CSN, SCF-Nedd8-OG deneddylation | inhibition, % at 12.5 µM | 360,000 tested, 0.38% active | COP9 signalosome complex subunit 5 (Homo sapiens), Q92905 | AID 651999, 2013;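 active = pattern-corrected inhibition above about 35%, with an unprinted fluorescence ratio check between 0.5 and 1.5, limit read from the data, passing the limit was not always enough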;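 note: 0% = enzyme with substrate and 100% = substrate without enzyme; some results filed as inactive read as strong as hits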
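Assay system: Purified human Csn5 enzyme expressed in HEK293T cells | Amount: Enzyme 0.24 nM | Measured by: Fluorescence polarization readout | Medium: Tris/NaCl/DTT buffer, pH 7.5 | Compound dosing: One concentration, 12.5 µM, 0.25% DMSO | Times: 90 min incubation of compound, enzyme and substrate at room temperature | Control set: no-enzyme wells high, enzyme-with-substrate wells low | Read-out: % inhibition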
Scp-1 inhibitor = Scp-1 phosphatase inhibitors, primary screen, biochemical, colorimetric, uHTS; Carboxy-terminal domain RNA polymerase II polypeptide A small phosphatase 1 (Homo …; Recombinant Scp1, phosphopeptide, malachite green phosphate absorbance; inhibition, % at 20 µM; 340,000 tested, 0.88% active; AID 493091, 2011;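 active = inhibition above about 50% at 20 µM, limit read from the data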;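 note: plate controls were DMSO wells with enzyme for no effect and wells lacking enzyme for full effect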
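Times: enzyme reaction 45 min at room temperature, colour 5 min, stabilisation 30 min. Material: SCP-1 catalytic fragment, aa 76-261. Medium: Acidic Tris acetate buffer with magnesium and detergent. Signal: colorimetric free-phosphate detection, absorbance 630 nm. Read-out basis: % inhibition of SCP-1 phosphate liberation. Reagent: Phosphorylated 17-residue peptide substrate.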
SUMO1-SIM PPI = modulators of SUMO1 protein-protein interactions, primary screen, biochemical, uHTS; SUMO1 binding to a labelled peptide, TR-FRET, 1 h; Small ubiquitin-related modifier 1 (Homo sapiens), P63165; 360,000 tested, 0.33% active; inhibition, % at 20 µM; in the data active = inhibition above about 37%
The depositor's hits bear a star; i = inactive; · = no result given. Hits appear at their usual frequency (roughly 3.6% active in at least one column).

STEP block	PABP1 MLLE inh	LMPTP inh	DNMT1 block	NadD inh	Rpn11 block	TbMetRS inhib	CSN inh	Scp-1 inhibitor	SUMO1-SIM PPI	compound
2.9	-23.4	5.9	-0.5	-12.5	i	-1.1	2.5	-5.2	16.5	CCN(CC)CCNc1ncnc2c1sc1nc(N3CCCC3)c3c(c12)CC(C)(C)OC3
-8.2	9.7	-0.2	-0.1	-2.4	i	-1.0	-4.6	-10.8	0.3	CCOC(=O)C1CCCN(C(=O)CN2C(=O)COc3ccc(C(C)(C)C)cc32)C1 (stereo not drawn)
-1.6	-39.1	1.6	-18.3	11.8	i	0.1	5.3	·	0.6	Cc1ccc(S(=O)(=O)Nc2ccc3c(c2)C(=O)N([C@H](C)CO)C[C@H](C)[C@H](CN(C)C(=O)Nc2cccc4ccccc24)OCCCC[C@@H](C)O3)cc1
-2.5	-5.0	-0.4	-2.5	0.3	i	0.5	-3.4	-13.1	-16.3	CC1Oc2ccccc2C=C1/C=N/NC(=O)c1ccccc1 (stereo not drawn)
0.6	1.7	0.8	0.2	8.6	i	-0.2	0.8	-4.8	-0.9	CC(C)(C)N(Cc1cc2ccccc2[nH]c1=O)C(=O)c1cccnc1
-1.4	-5.6	2.6	-9.2	-10.6	i	-1.6	-2.9	0.5	3.2	CCOC(=O)c1c(C)n(C)c2ccc(OCC(O)CN3C(=O)c4ccccc4S3(=O)=O)cc12 (stereo not drawn)
-1.2	11.2	-1.2	0.2	8.2	i	-0.9	-6.8	-12.1	-1.2	Cc1ccc(OC(=O)N2CCOCC2)cc1
1.1	-12.3	0.8	-0.5	2.5	i	-0.6	2.8	2.5	4.8	CCn1c(Cc2cccs2)nnc1SCC(=O)NC1CC1
-0.1	4.3	1.6	1.8	5.8	i	-0.5	2.6	-6.8	1.7	COc1ccc(NC(=O)C2CCCN2S(=O)(=O)c2cccc3cccnc23)cc1OC (stereo not drawn)
-1.7	-1.5	-1.3	-0.2	1.7	i	0.8	-3.7	-7.1	-1.9	O=C(COC(=O)C1CCC(=O)N1)Nc1ccc(Cl)cc1Cl (stereo not drawn)
-2.8	-12.9	1.8	1.0	0.5	i	0.4	6.3	-4.6	1.1	Cc1ccc(NC(=O)c2ccccn2)c(Br)c1
-3.8	16.0	-0.7	0.0	-6.9	i	-0.5	-6.7	2.6	-3.1	C=CCNC(=S)Nc1ccc2nc(C)oc2c1
-2.4	-0.6	0.6	-2.0	8.6	i	1.1	0.4	-1.2	5.8	CCOc1ccccc1C1CC(c2ccc(Br)cc2)Nc2nc(N)nn21 (stereo not drawn)
-2.4	-2.7	-3.0	7.9	-2.0	i	0.5	2.5	·	-0.5	CC1CCCN(CC(=O)Nc2ccc(S(=O)(=O)N3C(C)CCCC3C)cc2)C1 (stereo not drawn)
-0.4	-5.0	-0.3	-4.1	16.8	i	-1.2	0.5	2.4	-6.5	Cc1ccc(-c2cc(C(=O)N(C)Cc3cnn(C)c3C)c3cc(Br)ccc3n2)cc1
3.2	-13.7	-0.7	-7.1	-1.9	i	0.2	0.7	-7.2	-0.2	COc1ccc(CN(C(=O)c2ccco2)c2ccc(Br)cc2)cc1OC
-1.6	-0.5	-1.3	3.9	-3.4	i	-1.1	-3.4	-10.7	-3.2	CCn1cc(C(=O)Nc2ccccc2C(=O)OC)cn1
·	·	-1.0	·	-4.8	·	-0.5	-4.0	·	-3.0	COc1ccc(-c2c(-c3ccsc3)oc3c2C(O)CCC3)cn1 (stereo not drawn)
-0.7	-0.5	-0.1	-2.0	6.9	i	-0.7	1.0	-1.1	4.7	CCOC(=O)CSc1nc2cc(C(=O)N3CCCC3)ccc2c(=O)n1Cc1ccccc1
1.4	12.2	0.4	1.3	3.9	i	-0.2	-4.8	-7.8	0.1	O=C(C1CCCN(CCCc2ccccc2)C1)N1CCCCC1 (stereo not drawn)
-2.0	-13.6	-0.4	6.9	-5.3	i	-0.2	2.6	·	-6.7	CCNC(=O)C1(C)CCCN(Cc2cc(-c3ccccc3)n(C)n2)C1 (stereo not drawn)
-1.6	0.0	-1.2	-4.7	10.3	i	-0.7	4.5	1.4	-1.5	Cc1ccc(C(=O)Nc2cccc(NC(=O)c3cccnc3)c2)cc1
-0.7	3.6	-0.2	-2.6	-9.7	i	-0.3	3.0	-6.5	-18.0	COC(=O)c1cc(-c2ccc(OC)c(OC)c2)c2c(=O)[nH]c(=O)n(C)c2n1
-0.5	-9.9	0.0	-0.8	-0.1	i	0.1	0.7	-4.2	-3.0	C/C(=N/NC(=O)CSc1nc2ccccc2n1C)c1ccc(O)cc1
1.9	9.9	-3.2	1.1	-0.8	i	-0.6	0.1	2.6	-3.8	Cc1ccc(CN2C(=O)CCC2C(=O)NC(C)C)cc1 (stereo not drawn)
5.3	4.0	0.6	-1.1	-6.5	i	-0.3	2.8	-12.2	18.7	CCOCCCN1CC(C(=O)NCCc2ccc(C)cc2)CC1=O (stereo not drawn)
0.5	-7.2	-0.2	5.6	-6.1	i	0.0	-19.0	-5.3	0.6	CC(=O)Nc1ccc(/C=N/OCC(=O)Nc2ccc(C)cc2)cc1
0.4	-9.1	-0.7	1.6	-4.6	i	2.7	-3.5	4.2	-0.4	Cc1cc(O)c(C2(O)C(=O)Nc3cc(Br)ccc32)cc1C (stereo not drawn)
2.0	1.5	-1.9	0.9	-9.4	i	-0.3	-1.6	1.0	0.8	Cc1ccc(NC(=O)NCCCN2CCCC2=O)cc1C
-3.1	-3.5	2.5	-3.3	-3.0	i	-0.2	-4.9	3.5	0.4	Cc1ccc(CNC(=O)CCC2CCCN(Cc3cccc4cccnc34)C2)o1 (stereo not drawn)
-1.1	-2.8	1.1	-2.8	1.5	i	0.1	-2.6	-8.0	-3.2	COc1cccc(NC(=O)CNC(=O)Cn2cnc3sc4c(c3c2=O)CCCC4)c1
0.8	-14.3	0.8	-13.6	0.5	i	0.3	-1.4	-4.1	-7.4	Cc1ccccc1N/N=C/c1ccc(C#N)cc1
1.2	6.0	0.4	0.3	1.2	i	-1.3	0.0	-8.3	-7.1	CCOC(=O)Cc1csc(NS(=O)(=O)c2cccc([N+](=O)[O-])c2)n1
1.1	21.3	0.0	-5.2	0.4	i	-0.8	6.3	-5.7	-2.2	COc1ccccc1NC(=S)NC(=O)Cc1ccc(Cl)cc1
0.6	3.0	-0.8	-0.2	-4.2	i	-0.9	-0.2	-9.2	-2.4	CCOC(=O)CN(C(=O)CNC(=O)c1ccco1)C(C(=O)NC1CCCC1)c1ccccc1OCC (stereo not drawn)
1.2	-92.4	4.0	-8.5	16.0	i	0.5	7.7	21.5	8.3	Cc1cc(C(=O)CSc2nc3ccc(Cl)cc3[nH]2)c(C)n1Cc1ccco1
3.3	21.2	1.0	1.6	-7.1	i	-0.9	-11.0	-0.9	-6.0	COc1ccc(/C=N/NC(=O)c2cccc(NC(C)=O)c2)c(OC)c1
-2.0	-2.5	-0.9	0.8	-1.5	i	0.3	-9.3	-1.1	2.5	O=C(CCn1cnc2ccccc2c1=O)Nc1cccc(Cl)c1
-3.1	-2.2	-0.3	-0.3	-1.8	i	-0.9	5.5	-5.7	-1.3	COc1ccc(OC)c(C2=NOC(C(=O)NCc3cccnc3)C2)c1 (stereo not drawn)
2.4	-15.8	7.9	-10.8	4.2	i	-0.2	-1.7	-9.7	-1.5	C=CCOc1ccc(/C=C/C(=O)OCC(=O)N2CCC(c3ccccc3)=N2)cc1
0.9	-11.5	4.1	-22.4	19.4	i	0.6	-7.6	13.2	1.5	CCOC(=O)c1c(NC(=O)CSc2nnc(-c3c[nH]c4ccccc34)n2CCOC)sc2c1CCCCC2
-1.2	-13.0	0.2	-1.0	1.6	i	-0.1	-1.0	-9.6	0.5	O=C(Cc1ccccc1F)Nc1ccc(SC(F)F)cc1
-0.5	36.1	11.0	-9.1	10.2	i	0.3	-2.9	-7.2	-13.6	COc1cccc(N2C(=O)CC(Nc3ccc(N4CCOCC4)cc3)C2=O)c1 (stereo not drawn)
2.6	8.0	3.0	3.9	1.1	i	0.1	5.4	-2.5	3.5	Cc1ccc2c(c1)sc1nc(=O)n(-c3ccc(Cl)cc3)c(=O)n12
-4.3	-13.9	-1.5	-1.1	-4.1	i	-0.1	-5.6	-6.2	4.0	CCOC(=O)c1cnc(-n2nc(C)cc2C)nc1Oc1ccc(C#N)cc1
2.8	10.5	19.6	0.9	0.3	i	1.1	3.5	-6.1	1.4	Cc1cc(Nc2ccc(Cl)cc2)nc(N)n1
2.6	4.0	4.5	-8.9	1.6	i	0.0	-2.7	-16.7	0.8	COc1ccc(C(C)=O)cc1CSc1nc2ccccc2c(=O)n1-c1ccccc1C
1.9	3.6	0.5	-2.6	10.5	i	0.8	7.3	-4.6	-2.8	COc1ccccc1/C=C/C(=O)NCCC1=CCCCC1

Exported with bars between the fields: part of the list above.
canonical_smiles | STEP block | PABP1 MLLE inh | LMPTP inh | DNMT1 block | NadD inh | Rpn11 block | TbMetRS inhib | CSN inh | Scp-1 inhibitor | SUMO1-SIM PPI
COc1ccc(OC)c(C2=NOC(C(=O)NCc3cccnc3)C2)c1 (stereo not drawn) | -3.1 | -2.2 | -0.3 | -0.3 | -1.8 | i | -0.9 | 5.5 | -5.7 | -1.3
C=CCOc1ccc(/C=C/C(=O)OCC(=O)N2CCC(c3ccccc3)=N2)cc1 | 2.4 | -15.8 | 7.9 | -10.8 | 4.2 | i | -0.2 | -1.7 | -9.7 | -1.5
